LMNA splice mod = qHTS Assay for Modulators of Lamin A Splicing; HeLa LMNA splicing GFP/RFP minigene ratio, 48 h; Potency, µM (top dose mostly 46.1 µM), without a hit: at the top dose ratio change, negative = inhibition, actives largely listed as inhibitors; 0.01% of 200,000 active; AID 1487, 2009; active means well fitted inhibition curve with a large enough effect in the signal ratio, with a control signal flat, not every such curve was filed as active; inconclusive means small, poorly fitted or top-dose-only effect, or effect the other way, or a change in a side signal; the % refers to the signal ratio; further: on the % scale 0 is the no-effect control and ±100 the full control effect
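S3 HeLa stable clones carrying a lamin A-EGFP splicing minigene plus DsRed2 were seeded at 600 cells/well in Opti-MEM with 2% FBS, pin-dosed and incubated 48 h at 37°C. Acumen cytometry (488 nm) gave the GFP/RFP total-intensity ratio.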
L3MBTL1 inh = qHTS Assay for the Inhibitors of L3MBTL1. Lethal(3)malignant brain tumor-like protein 1 (Homo sapiens), Q9Y468. AlphaScreen L3MBTL1–H3K9me1 peptide binding. Potency, µM (highest dose often 57.1 µM), for the others: at the top dose activity, negative = inhibition, most hits filed as inhibitors. 0.66% of 230,000 active. AID 485360, 2010; further: on the % scale 0 is the no-effect control and ±100 the full control effect; nearly all actives have a fitted effect of over 60% in size
Target sequence (Q9Y468 whole entry, looked up): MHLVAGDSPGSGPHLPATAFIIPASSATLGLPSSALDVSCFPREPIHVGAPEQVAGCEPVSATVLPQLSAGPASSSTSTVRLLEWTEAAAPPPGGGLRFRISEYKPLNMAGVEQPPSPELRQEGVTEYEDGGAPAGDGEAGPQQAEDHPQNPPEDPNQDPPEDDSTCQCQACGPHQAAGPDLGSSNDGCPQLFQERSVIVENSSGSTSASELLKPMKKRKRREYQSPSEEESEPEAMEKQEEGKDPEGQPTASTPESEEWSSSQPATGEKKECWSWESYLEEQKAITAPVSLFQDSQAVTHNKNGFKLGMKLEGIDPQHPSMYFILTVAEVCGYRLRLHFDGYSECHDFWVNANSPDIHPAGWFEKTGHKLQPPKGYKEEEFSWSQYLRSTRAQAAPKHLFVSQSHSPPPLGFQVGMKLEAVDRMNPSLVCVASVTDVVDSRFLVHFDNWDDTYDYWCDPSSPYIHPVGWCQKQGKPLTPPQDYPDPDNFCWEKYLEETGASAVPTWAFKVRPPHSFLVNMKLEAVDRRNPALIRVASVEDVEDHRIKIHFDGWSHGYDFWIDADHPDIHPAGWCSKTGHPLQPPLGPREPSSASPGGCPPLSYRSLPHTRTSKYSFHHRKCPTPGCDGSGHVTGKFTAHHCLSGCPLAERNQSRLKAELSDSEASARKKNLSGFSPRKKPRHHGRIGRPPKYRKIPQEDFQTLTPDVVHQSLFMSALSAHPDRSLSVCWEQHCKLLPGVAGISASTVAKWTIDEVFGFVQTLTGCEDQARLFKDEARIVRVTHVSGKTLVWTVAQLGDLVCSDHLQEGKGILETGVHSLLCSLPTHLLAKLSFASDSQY
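Read-out is AlphaScreen signal from streptavidin donor and nickel chelate acceptor beads (10 ug/mL final each) bridging L3MBTL1 (50 nM) and biotinylated K9-monomethylated H3(1-15) peptide (75 nM), after 30 min compound exposure at room temperature.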
JMJD2E inh = qHTS Assay for Inhibitors of Human Jumonji Domain Containing 2E (JMJD2E). Lysine-specific demethylase 4E (Homo sapiens), B2RXH2. JMJD2E catalytic domain, FDH-coupled NADH fluorescence (FDH is formaldehyde dehydrogenase). Potency, µM (top dose mostly 57.1 µM), without a hit: at the highest dose activity change, negative = inhibition, actives largely listed as inhibitors. 1.6% of 230,000 active. AID 2147, 2009; active means well fitted inhibition curve with a large enough effect, not every such curve was filed as active; inconclusive means small, poorly fitted or top-dose-only effect, or another doubt; inactive means no such curve, though single readings can be large or run the other way;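 further: 0% = wells with enzyme and -100% = buffer wells without enzyme; nearly all actives have a fitted effect of over 50% in size; many of its hits are not listed in these tables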
Tau ThT inhib = qHTS for Inhibitors of Tau Fibril Formation, Thioflavin T Binding. Microtubule-associated protein tau (Homo sapiens), P10636. recombinant tau K18 P301L (four-repeat tau fragment), heparin-induced fibrillization, ThT fluorescence. Potency, µM (doses to about 57.4 µM), without a hit: at the top dose activity, negative = inhibition, hits mostly inhibitors. 2.1% of 270,000 active. AID 1460, 2008; further: on the % scale 0 is the no-effect control and ±100 the full control effect; nearly all actives have a fitted effect of over 55% in size
Target sequence (P10636 561-689 P618L limits assumed): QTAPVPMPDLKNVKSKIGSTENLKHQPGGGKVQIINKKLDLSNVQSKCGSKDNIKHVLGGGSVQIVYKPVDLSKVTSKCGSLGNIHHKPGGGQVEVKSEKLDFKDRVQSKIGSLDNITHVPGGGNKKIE
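K18 P301L tau (15 uM + 0.24 uM Alexa 594-tagged), heparin 20 uM, NaOAc pH 7, 6 h 37 C; ThT 30 uM, 1 h RT, ex 450/em 510 nm.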
Luc counter = Counterscreen for Luciferase (Kinase-Glo TM) Inhibition; Kinase-Glo luciferase, ATP luminescence, 8 min; Potency, µM (titrated, usually from 38.3 µM), for inactives: at the top dose activity change, negative = inhibition, usual class: inhibitors; 0.28% of 200,000 active; AID 1379, 2008; further: on the % scale 0 is the no-effect control and ±100 the full control effect; nearly all actives have a fitted effect of over 60% in size
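Substrate mix (final 50 mM imidazole pH 7.2, 50 mM KCl, 7 mM MgCl2, 10 uM ATP, 0.01% Tween 20, 0.05% BSA) plus pin-tool compound, then Kinase-Glo detection mix; 8 min ambient, luminescence read.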
ALDH1A1 block = qHTS Assay for Inhibitors of Aldehyde Dehydrogenase 1 (ALDH1A1); Aldehyde dehydrogenase 1A1 (Homo sapiens), P00352; Purified ALDH1A1, NADH fluorescence, propionaldehyde substrate; Potency, µM (doses to about 75.3 µM), without a hit: top-dose activity, negative = inhibition, most hits filed as inhibitors; 7.3% of 220,000 active; AID 1030, 2008; active means well fitted inhibition curve with a large enough effect, not every such curve was filed as active; inconclusive means small, poorly fitted or top-dose-only effect, or another doubt; inactive means no such curve, though single readings can be large or run the other way;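 further: plate controls were no enzyme wells and a reference inhibitor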
RECQ1 inh = qHTS Assay for Inhibitors of RecQ-Like Dna Helicase 1 (RECQ1) | ATP-dependent DNA helicase Q1 (Homo sapiens), P46063 | RECQ1 DNA unwinding, red fluorescence kinetic read | Potency, µM (titrated, usually from 57.3 µM), for inactives: at the top dose activity, negative = inhibition, hits mostly inhibitors | 0.54% of 240,000 active | AID 2549, 2010;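 further: plate controls were vehicle for no effect and no enzyme for full effect; nearly all actives have a fitted effect of over 30% in size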
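50 nM RECQ1T1 preincubated 15 min with compound in Tris pH 8.0 buffer with MgCl2, DTT, Tween-20 and 2.5 ug/ml poly(dI-dC); started with 200 nM TAMRA/BHQ-2 forked duplex and 2 mM ATP. Unwinding read as fluorescence (525/598 nm), two reads 2 h apart.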
SMN2 splice enh = qHTS Assay for Enhancers of SMN2 Splice Variant Expression | HEK293 SMN2-luciferase splicing reporter, luminescence, 30-36 h | Potency, µM (highest dose often 46.1 µM), for inactives: at the highest dose activity change, positive = activation, most hits filed as activators | 2.8% of 210,000 active | AID 1458, 2008; further: % of control where 0% means no effect; nearly all actives have a fitted effect of over 55% in size
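HEK293 cells carry an SMN2 […]–luciferase reporter in which exon 7 inclusion puts luciferase in frame. Cells were plated 10-12 h before compound addition, then incubated 30-36 h at 37C. ONE-Glo luminescence was read; sodium butyrate at 4.5 mM final served as control.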
An asterisk follows results filed as active; i = inactive; ? = inconclusive; · = no result given; [ ] = dose if it differs, or a comment. Unless noted, the call rests on the fitted dose curve; in most records, active means well fitted curve in the direction sought with a large enough effect; inconclusive means small, poorly fitted or top-dose-only effect, or another doubt; inactive means no such curve, though single readings can be large; an effect the other way counts as inactive or inconclusive. Potency means the concentration at half of the fitted maximal effect. An excerpt; rates above refer to the full screens.

SMILES	LMNA splice mod	L3MBTL1 inh	JMJD2E inh	Tau ThT inhib	Luc counter	ALDH1A1 block	RECQ1 inh	SMN2 splice enh
CC(=O)Nc1sc2c(c1C(c1ccccc1Cl)N1CCN(CCO)CC1)CCCC2 (configuration not stated)	·	·	0%	-15%	-2%	12%	i	22%
COc1ccc(Cc2nnc(NC(=O)C(C)(C)C)s2)cc1	?	3%	-2%	-10%	0%	1%	-8%	·
CC(=O)N1CCc2c(sc(NC(=O)CN3C(=O)c4ccccc4C3=O)c2C(N)=O)C1	·	3%	-23%	2%	·	2%	27%	·
CCc1cc(-c2n[nH]c(=S)n2-c2ccccc2C)cs1	8%	·	4%	-16%	5%	8.9µM*	-2%	-12%
O=C(CCN1CCC(c2ccc(Cl)s2)=N1)c1ccc(Cl)s1	-1%[46 µM]	15%	-1%	?	·	3.2µM*	-2%	·
O=C(Nc1cccnc1)c1ccc2snnc2c1	3%	5%	12%	-2%	-2%	0%	-4%	9%
COc1ccc(NC(=S)N2CCN(C/C=C/c3ccccc3)CC2)c(OC)c1	·	-16%	-6%	-7%	-2%	3%	9%	-34%[inhibitor]
CCOC(=O)c1c(-c2cccs2)csc1NC(=O)CN1CCOCC1	-8%	0%	?	-12%	-2%	-1%	-4%	-27%
C=CCn1c(SCCC(=O)O)nc2c1c(=O)n(C)c(=O)n2C	11%	2%	2%	-1%	-4%	4%	i	-7%
Nc1ncnc2c1C1(CCCCC1)Cc1ccccc1-2	-12%	-2%	?	-2%	-2%	?	-1%	-33%[inhibitor]
CN1C(=O)N2CN(C3CCCCC3)CN3C(=O)N(C)C1C23 (configuration not stated)	1%	·	5%	-9%	2%	13%	-10%	-3%
COCCN1CCN(c2cc(-c3ccccc3)nc3cc(-c4cccc(F)c4)nn23)CC1	?	37%[activator]	?	4%	1%	?	-5%	-104%[inhibitor]
O=C(O)[C@H](Cc1ccccc1)NC(=O)N1CCN(c2ccccc2)CC1	·	1%	-4%	5%	·	·	i	·
CC(=O)Nc1ccc(C(=O)CSc2nnnn2C2CCCC2)cc1	·	5%	10%	-11%	5%	16µM*	i	·
CC(C)C(=O)Nc1c(C(=O)c2ccc(F)cc2)oc2ccccc12	10%	21%	?	-3%	1%	7%	-5%	-27%
CC1(C)C(C=C(Cl)Cl)C1C(=O)N1CCN(Cc2ccccc2)CC1 (configuration not stated)	?	5%	10%	-15%	-2%	-7%	17%	-11%
CC(=O)Nc1cccc(NC(=O)CSc2nnc(Cc3cccn3C)n2-c2ccc(F)cc2)c1	-9%	-7%	-21%	-11%	-4%	?	-9%	-12%
C/C(=N/NC(=O)c1cccc(N2CCCC2=O)c1)c1ccncc1	?	3%	20%	-11%	-5%	3%	-2%	·
CSc1n[nH]c(NCc2ccc(C)cc2)n1	-7%	-5%	5%	-8%	0%	7%	1%	16µM*
Cc1onc(-c2ccccc2)c1C(=O)Nc1ccc(-c2nnc3n2CCCCC3)cc1	?	1%	-4%	-9%	12%	3%	i	-12%
Cc1ccc(C2CC(c3ccc(F)cc3)Nc3nc(N)nn32)cc1 (configuration not stated)	-13%	-1%	11%	-8%	1%	3%	-9%	-5%
O=C(NC(c1ccccc1)c1ccccc1)c1ccc(Br)o1	-4%	·	11%	0%	4%	0.79µM*	i	-2%
Cc1cc(C)cc(NC(=S)NCCc2ccc(S(N)(=O)=O)cc2)c1	-15%	2%	8%	-5%	3%	?	6%	-18%
COc1ccc(C)cc1NC(=O)C(Sc1nnc(Nc2ccccc2F)s1)c1ccccc1 (configuration not stated)	-12%	-10%	-3%	1%	1%	-2%	-14%	-3%
CCC1(C)NC(=O)N(/N=C/c2cc(OC)c(O)c(OC)c2)C1=O (configuration not stated)	·	·	-26%	-6%	1%	10µM*	-2%	-10%
O=C(O)CCC(=O)N1CCc2cc(S(=O)(=O)NCc3cccs3)ccc21	-2%	0%	-2%	-13%	-4%	4%	-2%	1%
CCOc1ccc(C(C)=O)cc1COc1ccc(-n2cnnn2)cc1	1%	·	1%	-13%	-3%	-9%	i	7%
COc1ccccc1N1CCN(C(c2cccs2)C(C)NC(=O)c2cccs2)CC1 (configuration not stated)	?	-14%	-1%	-5%	5%	-8%	8%	-48%[inhibitor]
COC(=O)c1ccc(COC(=O)CNS(=O)(=O)c2ccc(C)cc2)cc1	·	·	-1%	-9%	2%	-3%	-8%	-1%
CCN1CCN(Cc2c(O)ccc3c2O/C(=C\C=C\c2ccccc2OC)C3=O)CC1	-10%	5%	-11%	?	4%	?	-2%	4%
COc1cccc(C(=O)Nc2nc3ccc(S(C)(=O)=O)cc3s2)c1	·	·	-25%	-8%	-29%	-1%	-13%	18%
COc1ccc2[nH]cc(CCNS(=O)(=O)Cc3ccccc3)c2c1	·	-9%	0%	3%	1%	-4%	i	·
COc1ccc(N(CC(=O)NCc2cccs2)S(=O)(=O)c2c(C)nn(C)c2C)cc1	5%	34%[activator]	2%	3%	5%	?	-2%	6%
CC1CCC(NC(=O)c2ccc(N3CCCC3=O)cc2)CC1 (configuration not stated)	2%	-1%	-1%	-13%	-1%	0%	-13%	8%
CCC(=O)N1CCNC(=O)C1CC(=O)Nc1ccc(C)c(Cl)c1 (configuration not stated)	-15%	-7%	14%	-10%	0%	1%	-5%	-9%
COc1cc(OC)cc(-c2nnc(SCC(=O)N3CCOCC3)o2)c1	1%	3%	-5%	-11%	-5%	?	-5%	-9%
O=C(OCc1cc(=O)n2c(n1)sc1ccccc12)c1ccc(O)cc1O	-14%[46 µM]	?	?	?	-2%	7%	-11%	27%
Cc1cc(C)c(C#N)c(SCC(=O)NC2CC2)n1	5%	10%	-5%	8%	-4%	?	-20%	5%
Cc1cccc(-n2ccnc2SCC(=O)N2CCCc3ccccc32)c1C	-19%	-9%	6%	-10%	-2%	?	-9%	-18%
O=[N+]([O-])c1cc(O)c2ncccc2c1	·	·	?	?	9%	-1%	-3%	-105%[inhibitor]
NC(=O)CSc1nnc(NC(=O)c2cccc(S(=O)(=O)N3CCCCC3)c2)s1	·	·	-6%	4%	·	7%	-1%	·
Cc1nc2c(C#N)c(-c3ccc(Cl)cc3)ccn2n1	54%[46 µM]	16%	?	2%	1%	12%	5%	-8%
CC(=C\c1ccccc1)/C=C1/SC(=O)N(CCCC(=O)Nc2ccc(C(=O)O)cc2)C1=O	-14%[46 µM]	0%	6%	?	1%	-13%	i	8%
Cc1nnc(SCCOC(N)=O)n1C	6%	-3%	0%	1%	-1%	2%	4%	-12%
O=C(NCCc1ccccc1)c1ccc(NC2=NC3CS(=O)(=O)CC3S2)cc1 (configuration not stated)	0%	·	-2%	2%	0%	?	-1%	-13%
CN[C@@H]1[C@H](O[C@@H]2O[C@H](C)[C@@](O)(CO)[C@H]2O[C@H]2[C@H](O)[C@H](O)[C@H](N=C(N)N)[C@@H](O)[C@@H]2N=C(N)N)O[C@@H](CO)[C@H](O)[C@H]1O	·	·	·	?	1%[39.9 µM]	10µM*	i	·
CCSc1nnc(NC(=O)c2c(-c3ccccc3Cl)noc2C)s1	1%	26%	-3%	2%	1%	11µM*	-4%	-20%
Cc1nnc(SCC(=O)Nc2ccc3c(c2)OCCO3)n1N	-13%	·	-3%	-13%	-3%	-2%	-2%	17%
C=CCN(C)NC(=S)Nc1ccccc1	-9%	10%	-3%	1%	-2%	-5%	-11%	9%
COC(=O)C1=C(C(=O)OC)[C@@H]2N(Cc3ccccc3)c3ccccc3[C@@]23C[C@@H](C(=O)OC)N=C3N1	-5%[9.22 µM]	·	6%[11.4 µM]	-13%[11.5 µM]	2%[7.66 µM]	8%[13.5 µM]	?	5%[9.22 µM]
CCOC(=O)CC1ON(C)C(=O)N1c1ccc(Cl)cc1Cl (configuration not stated)	6%	·	-2%	5%	8%	?	-12%	?
CS(=O)(=O)Nc1cccc(-c2nc(Nc3ccccc3)c3ccccc3n2)c1	?	·	?	-8%	-1%	-1%	-7%	-15%
Cc1cc(S(=O)(=O)Nc2cccc(O)c2)c(C)s1	?	-4%	?	5%	2%	?	4%	6%
CC(=O)c1ccc(N2CCN(C(=O)c3ccc(Cn4c(=S)[nH]c5ccc(N6CCOCC6)cc5c4=O)cc3)CC2)cc1	·	12%	?	-16%	-1%	-11%	i	-11%
O=S(=O)(NCC(c1ccco1)N1CCN(c2ccc(F)cc2)CC1)c1ccc2c(c1)OCCO2 (configuration not stated)	?	-2%	-7%	-16%	-1%	?	-23%	-59%[inhibitor]
COc1ccc(F)cc1C(=O)C1CCCN(Cc2c[nH]c3ccccc23)C1 (configuration not stated)	·	-28%	-1%	0%	-1%	22%	i	·
COc1ccc(F)cc1C(=O)C1CCCN(C(=O)CCN2CCCCO2)C1 (configuration not stated)	·	2%	-24%	-5%	·	?	i	·
Cc1nc2ccccc2nc1OCC(=O)Nc1ccccc1	9%[46 µM]	1%	?	1%	-1%	0%	25%	11%
NC(=O)NNC(=S)Nc1cccc2ccccc12	·	7%	-20%	-3%	1%	?	-10%	·
CCCCOC(=O)/C(=C\c1ccc([N+](=O)[O-])o1)NC(=O)c1ccccc1	1%	4%	7%	-5%	2%	3%	1%	-25%

Screening results from PubChem BioAssay.
